Screening data (PubChem BioAssay)
Dicer inh: inhibitors of Dicer pre-microRNA processing, primary screen, biochemical, cat-ELCCA, chemiluminescence | 47,000 compounds, 6% hits | cat-ELCCA pre-miR-21 Dicer processing; hits give high values | AID 1347074, 2019 | z-score at 25 µM; in the data active = z-score above about 3, passing the limit was not always enough;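 note: plate controls were vehicle for no effect and no enzyme for full effect; higher signal means more uncleaved substrate so more Dicer inhibition; strong numbers were not always called active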
An asterisk follows results filed as active. This is a subset, so the mix of outcomes need not match the whole.

SMILES	Dicer inh
O=C(Nc1ccc(N2CCOCC2)cc1)c1cncc(Br)c1	-1.9
Nc1ncnc2c1nc(N/N=C/c1cccnc1)n2[C@H]1O[C@@H](CO)[C@H](O)[C@@H]1O	1.2
CC(=O)N1c2ccccc2CC1S(=O)(=O)O (stereo not drawn)	-1.3
Cc1ccc(S(=O)(=O)NC(=O)NCC(OC(=O)NS(=O)(=O)c2ccc(C)cc2)c2ccccc2)cc1 (stereo not drawn)	1.5
Cc1ccc(-n2nnnc2/C=C/N(C)c2ccccc2)cc1	2.1
C=C(C)Cn1c(COc2ccc(OC)cc2)nc2ccccc21	0.6
Cc1ccc(S(=O)(=O)N2CCN(S(=O)(=O)c3ccccc3)C2C(C)C)cc1 (stereo not drawn)	-1.6
O=C(c1ccncc1)N1c2ccccc2Sc2ccccc21	0.16
Cc1ccc(-c2nc(NC(=O)CSc3nc(C)cc(C)c3C#N)ns2)cc1	0.73
CCOc1ccc(N2CCCn3c2nc2c3c(=O)n(CC(=O)O)c(=O)n2C)cc1	0.38
Cc1nc(SCC(=O)c2ccc(O)cc2O)n[nH]1	0.05
CCOC(=O)c1sc(N2C(=O)c3oc4ccc(F)cc4c(=O)c3C2c2ccccc2F)nc1C (stereo not drawn)	0.95
O=C(Nc1ccc(Cl)cc1)Nc1cc(Cl)sc1Cl	4.7*
Nc1cc(Cl)ccc1Oc1ccccc1	2.7
Cc1cc(-c2cc(-c3cc(Br)cs3)nc(N)n2)ccc1Cl	-5
CC1=C(C(=O)OCCOC(C)C)C(c2cccc(F)c2)C2=C(CC(C)(C)CC2=O)N1 (stereo not drawn)	-0.06
COc1ccc(C2N3CC4(C)CN2CC(C)(C3)C4=O)cc1OC (stereo not drawn)	-0.5
CNc1oc(COc2ccc(F)cc2)nc1C#N	0.88
O=C(CSc1nc(-c2ccco2)cc(C(F)(F)F)n1)NCCCn1ccnc1	0.08
O=c1[nH]cc(N2CCN(Cc3ccccc3)CC2)c(=O)[nH]1	-2.6
CN(C)/C=C1\SC(=O)N(c2ccccc2)C1=O	2.9
O=C(CSc1nc(-c2ccccc2)cc(=O)[nH]1)N1CCOCC1	-0.24
O=C(CS(=O)(=O)c1ccc(C(F)(F)F)cn1)NNC(=O)c1ccccc1	0.59
O=C(Nc1cccc2cccnc12)c1ccco1	-2.8
CC(C)(C)C(=O)CSc1nc(N)c(C(=O)C(C)(C)C)s1	-1.1
The listing continues.
SMILES	Dicer inh
O=C(CSc1n[nH]c(=O)n1C1Cc2ccccc2C1)Nc1ccccc1	-0.79
CCOC(=O)C(NC(=O)c1cccc(Cl)c1)(Nc1cccc(C(F)(F)F)c1)C(F)(F)F (stereo not drawn)	1.9
CCCOc1ccc(Br)cc1C1C(C(=O)OC)=C(C)Nc2nnnn21 (stereo not drawn)	-0.7
O=C1CS(=O)(=O)CC(=O)N1c1ccc(F)cc1F	0.4
O=C(NCC1COc2ccccc2O1)C(=O)NCC1OCCc2ccccc21 (stereo not drawn)	1.5
O=C1CC(c2ccccc2Br)c2cc3c(cc2N1)CCC3 (stereo not drawn)	-1.2
FC(F)(F)c1cc(-c2ccc(Cl)cc2)nc2cc(-c3ccc(Cl)cc3)nn12	0.33
N#Cc1c(OCC(F)(F)F)ccc(S(=O)(=O)Nc2ccc([N+](=O)[O-])cc2)c1OCC(F)(F)F	-0.71
COc1cc(OC)c2nc(C)c3c(c2c1)CN(C(=O)Nc1ccccc1)C3	-0.16
CCOc1cccc(C2c3c(oc4ccccc4c3=O)C(=O)N2c2nncs2)c1 (stereo not drawn)	-0.21
CCOC(=O)c1cnc(=S)[nH]c1C(F)(F)F	-0.21
CC(=O)N1CSCC1C(=O)NNS(=O)(=O)c1ccc(Cl)cc1 (stereo not drawn)	-1.1
O=[N+]([O-])c1ccc(OC2CCC3CCC2C3)cc1 (stereo not drawn)	-2.3
O=C(O)CSCC(=O)Nc1ccc(Cl)cn1	-0.42
CN(C)c1ccc(/C=N/NC(=O)N/N=C/c2ccc(N(C)C)cc2)cc1	-1.6
COc1cc(/C=N/Nc2nc3c(c(=O)n(Cc4ccccc4)c(=O)n3C)n2C)ccc1O	-0.04
CN1c2ccsc2C(=O)/C(=C\Nc2ccc(F)cc2)S1(=O)=O	1.6
COc1ccc(OC)c(S(=O)(=O)c2cc(C)c(F)c(C)c2)c1	-0.9
Cc1c(-c2ccccc2)oc2ccccc2c1=O	-0.55
O=C(Nc1ccc(Cl)cc1)c1c(C(F)(F)F)ccnc1Sc1ccccc1	-0.62
c1coc(CN2CCN(Cc3ccc4c(c3)OCO4)CC2)c1	0.48
Cc1nn(-c2ccccc2)nc1CNS(=O)(=O)c1cccs1	2.8
c1ccc(-c2cnc(-c3ccc(-c4ncc(-c5ccccc5)o4)cc3)o2)cc1	-0.97
Nc1nnc(SCC(=O)Nc2nc(-c3ccccc3)cs2)s1	0.7
COc1ccc(/C(O)=C2\C(=O)C(=O)N(CCCn3ccnc3)C2c2ccc(C)cc2)cc1 (stereo not drawn)	1.2
Next records follow.
SMILES	Dicer inh
COC(=O)c1cccc(N2C(=O)C3C4C=CC(CC4)C3C2=O)c1 (stereo not drawn)	0.52
CC(=O)N1c2ccccc2N2C(c3c(C)cc(C)cc3C)=NON12	0.88
Cc1nc2sc3c(NC4CCCCC4)ncnc3c2c2c1COC(C)(C)C2	-0.27
Cc1ccc(C(=O)CSc2nnc(-c3ccccc3Br)n2C)cc1	1.6
Cc1nnsc1C(=O)n1nc(C(C)(C)C)cc1C(C)(C)C	0.2
CN[C@H](CC(C)C)C(=O)N[C@H]1C(=O)N[C@@H](CC(N)=O)C(=O)N[C@H]2C(=O)N[C@H]3C(=O)N[C@H](C(=O)N[C@H](C(=O)O)c4cc(O)cc(O)c4-c4cc3ccc4O)[C@H](O)c3ccc(c(Cl)c3)Oc3cc2cc(c3O[C@@H]2O[C@H](CO)[C@@H](O)[C@H](O)[C@H]2O[C@H]2C[C@](C)(N)[C@H](O)[C@H](C)O2)Oc2ccc(cc2Cl)[C@H]1O	1.6
CC(C)(C)OC(=O)N1Cc2ccccc2C[C@H]1C(=O)O	-0.04
COc1ccc2c(c1)c(=O)oc1c(C)c(OCC(=O)O)ccc12	-0.95
O=c1c2c(-c3ccc(Cl)cc3)ccnc2[nH]n1-c1ccccc1	-0.32
C=C1SC(Nc2ccc(C(C)(C)C)cc2)=NC1(CC)CC	-0.9
C=Cc1c(S(C)(=O)=O)sc(C(=O)OCC)c1C	0.82
N#Cc1c(-c2ccccc2)nc(SCc2ccccc2Cl)[nH]c1=O	0.56
Cc1ccc(N=Nc2c(Nc3ccccc3Cl)[nH]n(C)c2=O)cc1	-2.4
Cc1c(Nc2ncccc2C(=O)O)cccc1C(F)(F)F	5.2
Cc1ccc2nc(NC(=O)c3ccccc3Cl)[nH]c(=O)c2c1	-0.58
CCOC(=O)c1ncoc1-c1cccc(C(F)(F)F)c1	-0.3
Cc1cc(C)nc(SCC(=O)Nc2ncc3c(n2)CCCC3=O)n1	-0.46
CC(=O)N1CCc2cc([N+](=O)[O-])ccc21	1.9
COc1ccc(N2C(=O)CSC2c2ccc(Br)cc2)cc1 (stereo not drawn)	1.3
CC[C@H]1OC(=O)[C@H](C)[C@@H](O[C@H]2C[C@@](C)(OC)[C@@H](O)[C@H](C)O2)[C@H](C)[C@@H](O[C@@H]2O[C@H](C)C[C@H](N(C)C)[C@H]2O)[C@](C)(O)C[C@@H](C)/C(=N\OCOCCOC)[C@H](C)[C@@H](O)[C@]1(C)O	-1.2
Cc1c(C(=O)Nc2ccccc2SCc2cccc(Cl)c2F)cnn1-c1ccccc1	-2.3
CCOC(=O)c1c(C)n(C)c2ccc(OCC(O)CNC3CCCCC3)cc12 (stereo not drawn)	1.2
Nc1ccc(C(=O)c2ccccc2C(=O)O)cc1[N+](=O)[O-]	-0.36
Cc1cccc(C(=O)NCN2CCN(c3ccccc3C#N)CC2)c1	0.34
CCOC(=O)Cc1c(C)nc2cc(C)[nH]n2c1=O	0.65

An excerpt from above in order of heavy-atom count, lowest first.
SMILES	Dicer inh
COc1ccc(N2C(=O)CSC2c2ccc(Br)cc2)cc1 (stereo not drawn)	1.3
Cc1ccc2nc(NC(=O)c3ccccc3Cl)[nH]c(=O)c2c1	-0.58
Cc1ccc(N=Nc2c(Nc3ccccc3Cl)[nH]n(C)c2=O)cc1	-2.4
Cc1cccc(C(=O)NCN2CCN(c3ccccc3C#N)CC2)c1	0.34
Cc1nc2sc3c(NC4CCCCC4)ncnc3c2c2c1COC(C)(C)C2	-0.27
Cc1c(C(=O)Nc2ccccc2SCc2cccc(Cl)c2F)cnn1-c1ccccc1	-2.3
CC[C@H]1OC(=O)[C@H](C)[C@@H](O[C@H]2C[C@@](C)(OC)[C@@H](O)[C@H](C)O2)[C@H](C)[C@@H](O[C@@H]2O[C@H](C)C[C@H](N(C)C)[C@H]2O)[C@](C)(O)C[C@@H](C)/C(=N\OCOCCOC)[C@H](C)[C@@H](O)[C@]1(C)O	-1.2

Other compounds follow.
SMILES	Dicer inh
CNC(=O)C(Cc1ccccc1)NC(=O)OC(C)(C)C (stereo not drawn)	0.92
Cc1nc(-c2cccs2)sc1-c1ccnn1C(=O)NC(C)C	0.09
COCCn1c2c(c(=O)[nH]c1=O)C(c1ccc(OC)cc1)C1=C(N2)c2ccccc2C1=O (stereo not drawn)	-0.38
COc1cc2ccccc2cc1C(=O)Nc1nc2ccccc2s1	-0.01
O=[N+]([O-])/C(=C\c1ccccc1)c1ccccc1	0.16
CC1CCc2c(sc3[nH]c(=O)n(-c4ccc(Cl)c(Cl)c4)c(=O)c23)C1 (stereo not drawn)	-0.01
CC1CS(=O)(=O)CCN1N=Cc1ccc([N+](=O)[O-])o1 (stereo not drawn)	-0.81
Cc1ccc(CN2CC(C(=O)O)CC2=O)cc1 (stereo not drawn)	0.55
COC(=O)c1cccc(Nc2nc(-c3cccnc3)nc3ccccc23)c1	-1.3
Cc1cccc(N=C(NO)c2ccccc2)c1	-3.8
O=C1CC(c2ccccc2)C(=O)N1Cc1cccs1 (stereo not drawn)	1.3
CCCOC(=O)C1=C(C)Nc2nnnn2C1c1cc(Br)ccc1OCC (stereo not drawn)	-0.44
CCOC(=O)c1sc(SC(C)CC)c2c1CC(C)(C)CC2=O (stereo not drawn)	19
Cn1c(N)c(C(C[N+](=O)[O-])c2ccccc2Cl)c(=O)n(C)c1=O (stereo not drawn)	-0.69
COc1ccc2c(c1)CC/C(=C\c1ccc(C(F)(F)F)cc1)C2=O	-0.47
COc1cc(C2C(C#N)=C(C)NC3=C2C(=O)CC(c2ccc(Cl)cc2)C3)ccc1OC(C)=O (stereo not drawn)	-0.11
CN1C(=O)c2cccc3cccc(c23)C1=O	-1.1
CC(C)(Cc1nc2ccccc2[nH]1)c1nc2ccccc2[nH]1	0.3
COc1cccc(-c2ccc(-c3noc(-c4ccccc4F)n3)c(OC)n2)c1	1.1
Cc1cc(NC(=O)Nc2cccc(Cl)c2)no1	-0.13
Oc1sc(-c2ccccc2)cc1C=Nc1ccccc1Cl	0.81
CC(=O)N1CCC(C(=O)Nc2nc3ccc(Cl)cc3s2)CC1	-1
CCOc1ccc(Cl)cc1S(=O)(=O)NCc1ccccn1	0.45
CCOC(=O)Cc1csc(NC(=O)CCC2CCCCC2)n1	-1.1
O=S(=O)(/N=C(\N/N=C/c1ccccc1O)N1CCCC1)c1ccccc1	11

Individual results from the list:
COC(=O)c1cccc(Nc2nc(-c3cccnc3)nc3ccccc23)c1 in Dicer inh shows -1.3
CCOc1ccc(Cl)cc1S(=O)(=O)NCc1ccccn1 in Dicer inh shows 0.45
O=C1CC(c2ccccc2)C(=O)N1Cc1cccs1 (stereo not drawn) in Dicer inh shows 1.3
CCOC(=O)c1sc(SC(C)CC)c2c1CC(C)(C)CC2=O (stereo not drawn) in Dicer inh shows 19

Next section.
SMILES	Dicer inh
CCC(CCC(=O)Nc1ccccn1)C(=O)O (stereo not drawn)	-0.39
CC1CCCN(C(=S)Nc2ccc(S(=O)(=O)N3CCCCC3)cc2)C1 (stereo not drawn)	-0.38
Cc1ccc(-c2nc(/N=C/N(C)C)sc2C)cc1Cl	-0.43
Oc1ccc(Cl)cc1C1=NN2C(C1)c1ccccc1OC2c1ccsc1 (stereo not drawn)	6.7*
Cn1c(=O)n(C)c2cc(S(=O)(=O)Nc3cccc(C(=O)O)c3)ccc21	-3.8
CCOC(=O)c1ccc2nc(/N=C/NOC(=O)c3cccs3)sc2c1	0.05
COc1cccc2ccc(=O)n(C)c12	2.1
O=C1CCC(c2ccc(Cl)cc2)=NN1	-2.6
COC1=C(OC)C2(C=CC1=O)CC(C)(C)N=C2SC (stereo not drawn)	1.1
Cc1cc(NC(=O)Nc2ccc(Cl)c(Cl)c2)n(-c2ccccc2)n1	-0.09
O=C(O)C12CC3CC(C1)CC(c1ccc([N+](=O)[O-])cc1)(C3)C2	-2.1
Cc1nn(-c2ccccc2)nc1C(=O)N(C)c1nnc(C(F)(F)F)s1	-1.6
CCOc1ccc2oc(C)c(C(=O)OC)c2c1	0.79
O=C(O)c1ccc(N2C(=O)c3cccnc3C2=O)cc1	4.5*
Cc1cc(Oc2ccc(C(F)(F)F)cc2[N+](=O)[O-])c2c(Cl)ccc(C)c2n1	-0.58
CCOc1ccc2[nH]c(C)c(CN3CCCCC3)c(=O)c2c1	0.33
CC(C)N(C(=O)c1ccccc1-c1ccccc1C(=O)N(C(C)C)C(C)C)C(C)C	1.2
COC(=O)C/C(=N\NC(=O)CCc1nc(-c2ccc(Cl)cc2)no1)C(=O)OC	-0.88
O=C(Nc1ccc(Br)cn1)c1cccc2c1-c1ccccc1C2=O	-1.1
CC(C)OC(=O)CSC1=C(C#N)C(c2ccccc2Cl)CC(=O)N1 (stereo not drawn)	0.55
O=C(Nc1ccc(F)cc1F)c1cc(Cl)c(-n2cccc2)c(Cl)c1	0.09
C=CCN/C=C(\C#N)S(=O)(=O)c1ccc(Cl)cc1	-0.83
COc1cc2c(c([N+](=O)[O-])c1)NC(c1ccccc1)CC2c1ccccc1 (stereo not drawn)	-0.3
Cc1ccc(-c2nnc3n2N=C(c2c[nH]c4ccccc24)CS3)cc1	1.6
Cc1ccc(OCc2nc(-c3ccc(Br)cc3)no2)cc1	2.6
O=C(c1cnc2c(c1)COc1ccccc1-2)c1ccccc1O	1.7
